Screening results: PubChem BioAssay, National Center for Advancing Translational Sciences (NCATS)
p53ts 32C kill: p53ts cell cytotoxicity, permissive temperature; H1299-p53A138V at 32C, ATP luminescence viability, 24 h; Potency, µM (doses to about 46.1 µM), for the others: top-dose activity change, negative = cytotoxicity, most hits filed as cytotoxic; 130,000 compounds, 0.93% hits;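 also: 0% = DMSO and -100% = full killing by reference compound; nearly all actives have a fitted effect of over 55% in size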
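Viability by ATPlite luminescence after 24 h compound treatment (up to 46 uM) at the permissive 32C. Cells are H1299 carrying p53 A138V. Scale runs from DMSO basal to 100 uM tamoxifen as full kill; AC50 from Hill fits.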
Imprint erasure: genomic imprint erasure induction. 110,000 compounds, 0.02% hits. mouse ES Peg3-LacZ reporter, beta-gal luminescence, 40 h. Potency, µM (titrated, usually from 60.7 µM), without a hit: at the top dose activity change, positive = activation, hits mostly activators. AID 1948;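 also: 0% = negative control wells on the plate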
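Gelatin-coated wells received 300 freshly trypsinized female ES cells with a Peg3LacZ-Neo reporter on the maternal allele, then incubated 40 hours at 37C. BetaGlo was added for 5 minutes at room temperature before a single luminescence read.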
IkB sig inh: IkB pathway inhibition in ABC-DLBCL cells | AID 445 | 110,000 compounds, 0.04% hits | ABC-DLBCL IkBa-CBG/CBR dual luciferase ratio, 4 h; response scale: scaled: untreated 0%, proteasome inhibitor 100% | Potency, µM (top dose mostly 57.1 µM), inactives show at the top dose IkBa stabilization activation; active = well fitted curve in the direction sought with a large enough effect in the signal ratio, not every such curve was filed as active; inconclusive = small, poorly fitted or top-dose-only effect, or a change in a side signal; the % refers to the signal ratio;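 also: the direction sought is a rising ratio; 0% = basal untreated cells and 100% = reference inhibitor full response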
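Luminescence ratio of IκBα-fused green versus native red beetle luciferase in OCI-Ly3 cells, 4 h post-doxycycline with compound; red signal alone, scaled from basal (0%) to zero light (-100%), flagged nonspecific or cytotoxic effects.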
p53ts 39C kill: p53ts cell cytotoxicity, nonpermissive temperature | AID 902 | 130,000 compounds, 1.5% hits | Potency, µM (highest dose often 46.1 µM), for inactives: at the top dose activity change, negative = cell killing, usual class: cytotoxic | H1299-p53A138V viability at 39C, ATP luminescence, 24 h; also: nearly all actives have a fitted effect of over 55% in size
The depositor's hits bear a star; ? = inconclusive; . = not tested or not shown; & = joins results of further samples; [ ] = another dose, or the depositor's remark. Unless noted, calls follow the shape of the dose curve; as a rule, active = well fitted curve in the direction sought with a large enough effect; inconclusive = small, poorly fitted or top-dose-only effect, or another doubt; inactive = no such curve, though single readings can be large; an effect the other way counts as inactive or inconclusive. Unless noted, % is scaled to controls: 0 for no effect and ±100 for the full control effect; potency is read from the fitted curve at half-maximal effect. Hits appear at their usual frequency; about 1.7% have a hit in one of these screens.

cpd	structure	p53ts 32C kill	Imprint erasure
1	COc1ccc(CNC(=O)c2ccc(CN3C(=O)C(C)=C(c4ccc(C)cc4)S3(=O)=O)cc2)cc1	6%	-7%[10.9 µM]
2	O=C(COc1ccc(F)c(Cl)c1)c1ccc[nH]1	8%	-44%[inhibitor]
3	CC(C)C1N=C2c3ccccc3N=C(SCC(=O)c3ccc(O)c(O)c3)N2C1=O (stereo not drawn)	-12%	-9%
4	COc1ccc(Cc2nnc(SCC(=O)N3CCc4ccccc4C3)o2)cc1	-6%	-9%
5	COc1ccc(C(=O)N2CCC3(CCN(Cc4nccs4)CC3)CC2)cc1	15%	.
6	Cc1cc(C)n(C(=O)C(C)N2C(=O)c3ccccc3C2=O)n1 (stereo not drawn)	10%	-17%
7	Cc1cc2cc(CNC(=O)NC3CCCCC3)ccc2[nH]1	7%	-1%
8	COc1ccccc1CNC(=O)c1ccc(S(=O)(=O)N(C)C)cc1	-1%	-12%
9	CCNC(=O)c1cc2n(n1)CCCN(Cc1ccc(C)cc1)C2=O	5%	8%[10.9 µM]
10	CCOC(=O)c1cccc(NC(=O)CN2C(=O)C3C4C=CC(C4)C3C2=O)c1 (stereo not drawn)	-11%	-15%

cpd	IkB sig inh	p53ts 39C kill
1	?	-23%
2	-0.1%	-5%
3	1.4%	-12%
4	3.3%	-1%
5	2.6%[11.4 µM]	0%
6	0.8%	0%
7	0.2%	7%
8	0.5%	-5%
9	-0.5%	2%
10	-0.7%	-10%

New compounds follow:
cpd	structure	p53ts 32C kill	Imprint erasure
11	CCSc1nnc2c(Cl)cc(Cl)cn12	3%	-11%
12	COc1ccc(CCN=C2SCC(=O)N2C)cc1OC	0%	-27%
13	CCOc1ccc(C2=Nn3c(nnc3-c3ccc(OC)cc3)SC2)cc1	-12%	-21%
14	O=C(CCCc1ccccc1)NCCN1CCOCC1	8%	-8%
15	CC(=O)[C@@]1(N=Nc2ccc(S(N)(=O)=O)cc2)CCOC1=O	7%[9.22 µM]	-9%[10.9 µM]
16	Cc1cc(C)nc(NS(=O)(=O)c2ccc(NC(=O)c3ccc4c(c3)OCO4)cc2)n1	0%	-6%
17	Cc1ccc(CCNC(=O)c2ccc(NC(=O)N3CC(C)Sc4ccccc43)cc2)cc1 (stereo not drawn)	-14%	-7%[10.9 µM]
18	C=CCn1c(SCC(=O)c2cccs2)nc2sc(CC)cc2c1=O	46%[activator]	-16%
19	O=C(c1ccncc1)N1CCC2(CC1)CN(c1ccncc1)C2	-7%	.
20	CCC(Sc1nnc(-c2ccc(C)c(Cl)c2)n1CC)C(=O)Nc1nccs1 (stereo not drawn)	6%	-26%

cpd	IkB sig inh	p53ts 39C kill
11	-0.7%	0%
12	-3.5%	-1%
13	0.2%	-15%
14	-0.7%	-21%
15	1.8%[11.4 µM]	2%[9.22 µM]
16	?	-1%
17	0.7%	-14%
18	11%	27%
19	-0.4%[11.4 µM]	-14%
20	?	-1%

(listing goes on)
cpd	structure	p53ts 32C kill	Imprint erasure
21	c1ccc(Nc2nc(N3CCNCC3)nc(N3CCOCC3)n2)cc1	5%	.
22	O=c1[nH]c2cc([N+](=O)[O-])c([N+](=O)[O-])cc2[nH]c1=O	7%	?
23	O=C(NCc1ccccc1)c1cnsn1	0%	-4%
24	CCNc1ncc2ncc(=O)n(C)c2n1	3%	.
25	Cc1nc(-c2ccc(Cl)cc2)sc1CCNC(=O)Cc1ccc(F)cc1	-5%	-11%[10.9 µM]
26	CC(C)=CCC/C(C)=C/CO/N=C1/C[C@@H](O)[C@@H](O)[C@@H]2[C@@H]3C(=O)N(c4cccc(Oc5ccccc5)c4)C(=O)[C@H]3CC[C@H]12	4%[9.22 µM]	.
27	COc1ccc(-c2oc3cc(O[C@@H]4OC(CO)C(O)C(O)C4O)c(OC)c(O)c3c(=O)c2OC)cc1O (stereo partly drawn)	-24%	-31%[inhibitor]
28	CCc1oc2ccccc2c1C(=O)CCN1CCCCC1	-4%	-9%
29	O=C(NCCS(=O)(=O)N1CCN(c2ccccc2F)CC1)c1ccccc1C(F)(F)F	1%	-2%[10.9 µM]
30	COc1ccc(CC(=O)NCC(c2ccc(Cl)cc2)N2CCOCC2)cc1 (stereo not drawn)	13%	17%[10.9 µM]

cpd	IkB sig inh	p53ts 39C kill
21	.	14%
22	0.9%&4.2%	4%
23	2.8%	5%
24	2.3%[11.4 µM]	3%
25	0.6%	1%
26	.	-10%[9.22 µM]
27	.	-12%
28	?	-3%
29	1.7%	-23%
30	?	4%

Later entries.
cpd	structure	p53ts 32C kill	Imprint erasure
31	COCCCNc1oc(-c2ccccc2F)nc1C#N	-19%	-18%
32	CC(=O)N1CCc2cc(C(=O)CN3CCN(C(=O)c4ccco4)CC3)ccc21	14%	-8%
33	O=C(NCc1ccco1)C1CCN(C(=O)N2CCOc3ccc(Cl)cc32)CC1	10%	?
34	COc1ccc2[nH]c(=O)c(CN(C(C)=O)C3CCCCC3)cc2c1	17%	-6%
35	c1ccc(CSc2nncn2-c2ccccn2)cc1	8%	?
36	Cc1ccc(C(=O)N2CCc3cc(CNC(=O)c4ccccc4F)ccc32)cc1	-28%	-23%[10.9 µM]
37	CCOc1ccc(-c2cc3nc(C4CCN(C(=O)OC(C)(C)C)CC4)c(C(=O)Nc4cc(OC)ccc4OC)cn3n2)cc1	2%	-19%[10.9 µM]
38	O=C(NCc1ccco1)C1CCC(CNS(=O)(=O)c2cccc3cccnc23)CC1 (stereo not drawn)	0%	-10%
39	COC(=O)CCC(=O)Nc1ccc(NC(C)=O)cc1	-1%	4%
40	COc1ccccc1-c1nc(NCc2ccccc2)c2ccccc2n1	-23%	-21%

cpd	IkB sig inh	p53ts 39C kill
31	-1.6%	-12%
32	11%	3%
33	?	3%
34	0.4%	-1%
35	-1.9%	-4%
36	?	-27%
37	-1.2%	1%
38	0.1%	-5%
39	1.0%	0%
40	4.2%[11.4 µM]	-3%

More compounds:
cpd	structure	p53ts 32C kill	Imprint erasure
41	N#C/C(C(=O)N1CCOCC1)=C1\Nc2ccccc2S1	-12%	-77%[inhibitor]
42	COc1ccc(CCNC(=O)c2noc3c2CCCC3)cc1OC	-1%	-19%
43	O=C(c1ccccc1)c1ccc(N2CCNCC2)cc1	-5%	6%
44	COc1ccc(S(=O)(=O)c2c(O)c(C)cc(NC(=O)c3ccccc3)c2C(C)C)cc1	-3%	-14%[10.9 µM]

cpd	IkB sig inh	p53ts 39C kill
41	?	-5%
42	6.2%	-2%
43	-2.0%	6%
44	1.6%	-2%

Structures above containing four or more nitrogen atoms, in the order listed:
cpd	structure	p53ts 32C kill	Imprint erasure
9	CCNC(=O)c1cc2n(n1)CCCN(Cc1ccc(C)cc1)C2=O	5%	8%[10.9 µM]
13	CCOc1ccc(C2=Nn3c(nnc3-c3ccc(OC)cc3)SC2)cc1	-12%	-21%
16	Cc1cc(C)nc(NS(=O)(=O)c2ccc(NC(=O)c3ccc4c(c3)OCO4)cc2)n1	0%	-6%
19	O=C(c1ccncc1)N1CCC2(CC1)CN(c1ccncc1)C2	-7%	.
20	CCC(Sc1nnc(-c2ccc(C)c(Cl)c2)n1CC)C(=O)Nc1nccs1 (stereo not drawn)	6%	-26%
21	c1ccc(Nc2nc(N3CCNCC3)nc(N3CCOCC3)n2)cc1	5%	.
22	O=c1[nH]c2cc([N+](=O)[O-])c([N+](=O)[O-])cc2[nH]c1=O	7%	?
24	CCNc1ncc2ncc(=O)n(C)c2n1	3%	.
35	c1ccc(CSc2nncn2-c2ccccn2)cc1	8%	?
37	CCOc1ccc(-c2cc3nc(C4CCN(C(=O)OC(C)(C)C)CC4)c(C(=O)Nc4cc(OC)ccc4OC)cn3n2)cc1	2%	-19%[10.9 µM]

cpd	IkB sig inh	p53ts 39C kill
9	-0.5%	2%
13	0.2%	-15%
16	?	-1%
19	-0.4%[11.4 µM]	-14%
20	?	-1%
21	.	14%
22	0.9%&4.2%	4%
24	2.3%[11.4 µM]	3%
35	-1.9%	-4%
37	-1.2%	1%
